LAP4 TOR yeast = yeast TOR pathway LAP4-GFP modulation. S. cerevisiae LAP4-GFP multiplex, flow cytometry GFP, 3 h; median GFP as percent of DMSO wells. GFP response vs DMSO, % at 10 µM. 0.34% of 320,000 active;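 active = GFP response vs DMSO above a set limit, about the screen mean plus 3 SD, cut at about 150% in these data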
MEP2 TOR yeast = alters MEP2-GFP fluorescence in TOR pathway yeast screen | S. cerevisiae MEP2-GFP strain, flow cytometry GFP, 3 h; 100% = DMSO control level | GFP response vs DMSO, % at 10 µM | 0.51% of 330,000 active;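 active = GFP response versus DMSO above a set limit, roughly screen mean plus 3 SD, cut at about 180% in these data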;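 note: median GFP fluorescence of the barcode-gated MEP2-GFP cells per well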
VLA-4 inh = inhibition in a human VLA-4 binding assay | VLA-4 expressing cells, ligand binding flow cytometry | inhibition, % (about 7 µM as worked out from the volumes in the protocol) | 0.2% of 330,000 active; in the data active = inhibition above about 50%
RPL19A-GFP yeast = modulators of TOR pathway RPL19A-GFP in S. cerevisiae. AID 2025. S. cerevisiae RPL19A-GFP strain, flow cytometry, 3 h; stronger effect = lower value. 0.3% of 330,000 active. percent response vs DMSO, % at 10 µM;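 active = percent response vs DMSO below 50%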;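 note: median channel GFP fluorescence of the barcoded RPL19A-GFP strain; ratio of sample median GFP to plate DMSO average so 100% = DMSO; lower means less RPL19A-GFP as with rapamycin TOR inhibition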
AGP1-GFP MLPCN = yeast TOR pathway AGP1-GFP modulation. S. cerevisiae AGP1-GFP multiplex flow cytometry, 3 h; GFP as percent of DMSO wells. 0.02% of 320,000 active. GFP response vs DMSO, % at 10 µM;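 active = GFP response relative to DMSO above a set limit, near screen average plus 3 SD, cut at about 150% in these data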;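 note: median GFP channel fluorescence of the gated AGP1 strain per well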
JMJD2C inh = blocks human GASC-1 demethylase activity; Q9H3R0; GST-JMJD2C(1-420) H3K9me3 demethylation, DELFIA europium; inhibition, % at 2.35 µM; 0.069% of 330,000 active; AID 2099;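 active = more than half of a compound's replicate wells show inhibition beyond 50%, single wells judged on their own value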;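 note: signal counts dimethyl H3K9 product captured on neutravidin plate; 0% = median of DMSO wells and 100% = 0.3 times that DMSO median; strong numbers were not always called active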
CIT2-GFP yeast = modulators of TOR pathway CIT2-GFP in S. cerevisiae. S. cerevisiae CIT2-GFP strain, flow cytometry, 3 h; 100 means same as DMSO wells. GFP response vs DMSO, % at 10 µM. 0.065% of 320,000 active. AID 2029;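 active = GFP response relative to DMSO above a set limit, near the screen mean plus 3 SD, cut at about 150% in these data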;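 note: ratio of well median GFP fluorescence to mean of DMSO wells on the plate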
GRK2 aptamer HTS = blocks RNA aptamer binding to human GRK2; P25098; bead flow cytometry, FAM-aptamer displacement from GRK2; inhibition of aptamer binding, % at 10 µM; 0.59% of 330,000 active; AID 488847;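 active = inhibition of aptamer binding above 40%, roughly 3 SD of noise, on plates passing a quality check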;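 note: median bead fluorescence of bound FAM aptamer so fluorescent compounds give negative values; no value below 0 was filed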
Target sequence (P25098 whole entry, looked up): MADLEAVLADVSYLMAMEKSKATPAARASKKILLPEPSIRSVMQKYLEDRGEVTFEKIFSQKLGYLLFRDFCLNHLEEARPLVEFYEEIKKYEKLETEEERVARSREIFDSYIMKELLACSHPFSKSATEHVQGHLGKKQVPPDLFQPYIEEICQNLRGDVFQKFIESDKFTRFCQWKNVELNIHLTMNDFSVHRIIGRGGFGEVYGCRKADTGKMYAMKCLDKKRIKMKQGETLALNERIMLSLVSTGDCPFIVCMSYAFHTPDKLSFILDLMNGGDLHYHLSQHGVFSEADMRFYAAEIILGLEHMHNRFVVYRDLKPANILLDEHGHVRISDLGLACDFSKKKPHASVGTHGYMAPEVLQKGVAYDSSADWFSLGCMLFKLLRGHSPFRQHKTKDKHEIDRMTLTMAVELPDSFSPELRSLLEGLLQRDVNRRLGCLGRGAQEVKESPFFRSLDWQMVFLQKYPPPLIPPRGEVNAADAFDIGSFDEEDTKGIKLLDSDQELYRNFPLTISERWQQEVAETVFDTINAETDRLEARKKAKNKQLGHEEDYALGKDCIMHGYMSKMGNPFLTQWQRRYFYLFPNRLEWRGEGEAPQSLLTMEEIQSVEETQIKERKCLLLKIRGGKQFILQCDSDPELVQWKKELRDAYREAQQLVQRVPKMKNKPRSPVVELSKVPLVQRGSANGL
* marks the source's active call; other numbers are inactive results; nt = no result given; & = joins results of further samples.

smiles,LAP4 TOR yeast,MEP2 TOR yeast,AGP1-GFP MLPCN,JMJD2C inh,VLA-4 inh,GRK2 aptamer HTS,CIT2-GFP yeast,RPL19A-GFP yeast
O=C(CSc1cccs1)Nc1ccc2ccccc2c1,122,94,92,0,27,0,73,98
O=C(c1c(F)cccc1F)N1CCC(O)(c2ccc(F)cc2)CC1,81,99,92,-4,30,3,107,98
CC(C)C(c1nnnn1C1CCCCC1)N1CCOCC1 (centres undefined),98,98,100,-4,-10,1,102,99
Cc1ccc(C(C)C)c(OCCOCCN2CCNCC2)c1,114,95,107,3,15,0,95,93
O=C(Nc1nnc(C2CCCCC2)s1)c1cccs1,103,102,97,-3,35,0,94,99
O=C(c1ccco1)N1CCN(C(=O)c2ccc(CS(=O)c3cccc(Cl)c3)o2)CC1 (centres undefined),105,111,102,3,9,7,106,103
CCOc1ccc2nc(NCCNC(=O)Nc3cccc(C)c3)c(C#N)cc2c1,99,104,98,11,-20,0,99,99
CCCCCCc1c(O)nc(SCCN2CCOCC2)[nH]c1=O,100,102,101,4,-3,0,93,94
COCC(=O)N1CCC(Oc2ccc(C(=O)N(C)CCCC3CCCC3)cc2)CC1,94,90,99,2,11,0,95,98
CC(=O)/C(=N\Nc1ccc(Cl)cc1Cl)Sc1cccc2cccnc12,133,96,94,5,-1,5,83,98
COc1cc(O)c2c(=O)c3c(O[C@H]4O[C@@H](CO)[C@H](O)[C@@H](O)[C@@H]4O)ccc(O)c3oc2c1,93,92,90,-19,-2,8,83,99
CS(=O)(=O)Nc1ccccc1C(=O)NCc1ccco1,101,105,100,7,-3,0,103,100
Cc1ccc(C)c(OCC(=O)Nc2cc(C)on2)c1,98,102,93,2,15,4,95,96
CN(C)Cc1n[nH]c(=O)c2ccccc12,89,101,100,3,9,2,108,103
OCCOCCOc1ccc(-c2nn[nH]n2)cc1,111,106,108,-4,12,0,108,101
COC(=O)c1sc(S(=O)(=O)NCCC(=O)O)c(C(=O)OC)c1C,99,103,103,4,13,9,101,103
Cc1ccccc1C(=O)N1CCN(c2ccc([N+](=O)[O-])c(NCc3ccco3)c2)CC1,93,100,98,-5,8,2,98,98
C[C@@H]1NC(=O)N[C@@H]1CCCCCC(=O)O,103,96,89,-14,-46,1,80,99
Cc1cc(C)c(C(=O)COC(=O)c2nn(C)c(=O)c3ccccc23)cc1C,91,96,89,5,14,5,87,93
CCN(C[C@H]1N[C@@](C)(C(=O)OC)[C@H]2C(=O)N(C)C(=O)[C@@H]12)C(=O)c1ccc(C(C)(C)C)cc1,100,106,107,nt,5,0,96,102

Next part:
smiles,LAP4 TOR yeast,MEP2 TOR yeast,AGP1-GFP MLPCN,JMJD2C inh,VLA-4 inh,GRK2 aptamer HTS,CIT2-GFP yeast,RPL19A-GFP yeast
Cc1ccc(S(=O)(=O)Nc2csc(C)c2C(=O)O)cc1,97,92,93,4,1,24,82,88
COc1ccc(S(=O)(=O)Nc2cc(C)on2)cc1NC(C)=O,110,108,104,10,4,0,105,104
Cn1c(C(C#N)/C(=N\S(=O)(=O)c2cccs2)c2ccccc2)nc2ccccc21 (centres undefined),97,102,94,-13,12,0,96,95
O=C1NC(c2ccc(Cl)c([N+](=O)[O-])c2)Nc2ccccc21 (centres undefined),105,102,99,7,4,1,111,107
COc1cccc(C2=CC(=O)C[C@H](c3ccc4c(c3)OCO4)C2)c1OC,97,102,82,5,18,1,100,107
COCCc1nc2ccc(C(=O)NCc3cccc(-n4cccn4)c3)cc2o1,88,87,93,0,-2,0,92,93
O=C(COC(=O)c1ccc(Br)o1)Nc1nc2c(F)c(F)c(F)cc2s1,96,106,102,-1,-6,0,99,102
CCOC(=O)c1cnc(-n2nc(C)cc2C)nc1NC1CCCC1,112,99,91,-1,14,0,73,86
CCCNC(=O)C1CCCN(S(=O)(=O)c2ccc3c(c2)CC(C)N3C(=O)C2CC2)C1 (centres undefined),107,110,100,-12,-24,0,98,101
CCOc1ccc(NC(=S)Nc2ccc(OCC)cc2)cc1,101,105,101,5,-6,0,104,112
CCn1ccnc1CN(C)Cc1cn(-c2ccc(C)cc2)nc1-c1ccc(F)cc1,88,97,92,-7,2,0,97,96
C(=N\Nc1nc2ccccc2s1)/c1cccs1,114,99,90,2,-6,3,91,93
CCOC(=O)C1=C(O)C(=O)N(Cc2cccnc2)C1c1ccc(OC)cc1 (centres undefined),84,96,89,11,-7,3,86,90
Cc1ccc(-n2c(C)cc(C)c(C#N)c2=O)cc1Cl,103,114,102,-4,-3,0,99,98
COc1ccc(OC)c(NC(=O)CSc2ncccc2C(=O)O)c1,99,102,100,-9,-2,2,95,99
Cc1ccc(NC(=O)c2cn(CCC#N)nc2-c2cccs2)c([N+](=O)[O-])c1,105,103,101,4,4,0,102,103
Cc1cc2nnc(SCC(=O)Nc3cccc(S(=O)(=O)N4CCOCC4)c3)n2c2ccccc12,98,98,103,-3,-7,2,104,105
C/C=C/c1ccc(OCC(=O)Nc2ccc(OC)c(OC)c2)c(OC)c1,92,90,85,-1,-7,2,88,90
COc1ccc(Cl)cc1C(=O)NNC(=O)CSc1nnnn1C,106,89,95,6,-4,17,87,97
O=C(NCC1CCCN(Cc2cccc(F)c2)C1)c1cccc2ccccc12 (centres undefined),98,107,102,-17,-118,0,99,104

Next section
smiles,LAP4 TOR yeast,MEP2 TOR yeast,AGP1-GFP MLPCN,JMJD2C inh,VLA-4 inh,GRK2 aptamer HTS,CIT2-GFP yeast,RPL19A-GFP yeast
CCOc1cc(NC(=O)c2ccco2)c(OCC)cc1NC(=O)Cc1cccc(OC)c1,104,130,101,-3&-11,5,1,113,101
O=C(COC(=O)c1ncc(Cl)c(Cl)c1Cl)Nc1ccccc1OC(F)F,104,102,102,44,6,0,99,99
O=C(Nc1nc2cc(Cl)ccc2s1)C1CCCN(S(=O)(=O)c2cccc3cccnc23)C1 (centres undefined),95,94,105,19,7,4,106,100
O=C(Nc1ccc(OC(F)F)cc1)c1cc[n+]([O-])cc1,103,112,103,157,27,0,103,106
CCC(C)N(C)Cc1cccc(C2(O)CCN(S(=O)(=O)c3ccc(F)c(C)c3)CC2)c1 (centres undefined),96,72,108,-3,4,0,109,108
CN(c1ccc(C(=O)N2CCOCC2)cc1)S(=O)(=O)c1ccc(Cl)cc1,93,98,100,4,10,3,100,105
Cc1ccc(-c2nnc(SCC(=O)NC3CCCc4ccccc43)n2N)cc1 (centres undefined),95,124,94,19,0,1,96,102
COc1ccc(-c2sccc2C(C)C(=O)O)cc1 (centres undefined),101,105,98,13,28,0,84,102
COc1ccc2c(c1)CCC/C2=N\NC(=O)c1ccoc1C,99,95,98,6,-15,0,106,98
CCCCCCC(=O)N1CCN(c2cc3c(cc2F)c(=O)c(C(=O)O)cn3CC)CC1,109,108,103,32,12,0,110,101
CCCc1ccc(-c2ccc(/C=C/C(=O)O)cc2)nc1,117,89,80,6,12,2,86,97
CN(C)S(=O)(=O)c1cccc(NC(=O)CSc2nc3ccccc3n2-c2ccccc2)c1,104,101,94,2,-6,1,95,101
COC(=O)C(C)N(C#N)c1nc(C)cc(C)n1 (centres undefined),100,99,98,-1,6,3,100,97
O=[N+]([O-])c1ccc(C(=S)N2CCN(Cc3ccccc3)CC2)cc1,104,105,100,7,-6,0,101,99
O=C(COC(=O)c1cc(=O)[nH]c2ccccc12)Nc1ccc(F)cc1F,123,106,110,3,0,1,106,107
COc1ccc(CCN(C)C(=O)CN2C(=O)NC3(CCCCCC3)C2=O)cc1OC,102,104,103,nt,-7,1,103,102
CCOc1ccc(C(C)NC(=O)c2ccccc2OCc2c(C)noc2C)cc1OCC (centres undefined),99,98,99,-8,6,11,108,100
COc1ccc(N2CCN(C(=O)CSc3nc4ccccc4c(=O)[nH]3)CC2)cc1,98,100,103,-25,-9,0,101,105
COc1cc(CNCCCN2CCOCC2)c(Br)cc1OCC(=O)Nc1ccccc1C,122,111,99,2,0,0,93,96
CCCc1nnc(NC(=O)c2cccs2)s1,99,102,84,7,3,4,97,99

Part of the list above, with each value named.
Structure: CCCCCCC(=O)N1CCN(c2cc3c(cc2F)c(=O)c(C(=O)O)cn3CC)CC1
  LAP4 TOR yeast: 109	MEP2 TOR yeast: 108	AGP1-GFP MLPCN: 103	JMJD2C inh: 32	VLA-4 inh: 12	GRK2 aptamer HTS: 0	CIT2-GFP yeast: 110	RPL19A-GFP yeast: 101

Structure: CCCc1ccc(-c2ccc(/C=C/C(=O)O)cc2)nc1
  LAP4 TOR yeast: 117	MEP2 TOR yeast: 89	AGP1-GFP MLPCN: 80	JMJD2C inh: 6	VLA-4 inh: 12	GRK2 aptamer HTS: 2	CIT2-GFP yeast: 86	RPL19A-GFP yeast: 97

Further compounds
smiles,LAP4 TOR yeast,MEP2 TOR yeast,AGP1-GFP MLPCN,JMJD2C inh,VLA-4 inh,GRK2 aptamer HTS,CIT2-GFP yeast,RPL19A-GFP yeast
Cc1ccc(NCCNc2ccc(C)cc2)cc1,107,105,101,20,-3,0,100,99
O=C(C/C=N\O)Nc1ccc(Oc2ccccc2)cc1,102,93,99,2,0,0,99,95
COc1ccc(S(=O)(=O)Nc2nc3n(n2)C(c2ccc(Cl)cc2)CC(=O)N3)cc1 (centres undefined),93,102,110,0,-19,1,102,99
CN(CC(=O)Nc1ccc(Cl)cc1)CC(=O)Nc1cccc2ccccc12,93,100,97,-8,1,0,106,97
COC(=O)c1nnn(-c2nonc2N)c1CSc1ccc(Cl)cc1,106,97,101,9,24,4,93,99
CCC(NS(=O)(=O)c1ccc(C)cc1)C(=O)Nc1ccc(NC(C)=O)cc1 (centres undefined),99,109,104,-1,-9,2,110,102
CN(C)c1ccc(C=Nc2ccccc2C(N)=O)cc1,94,100,95,-1,-2,10,81,94
Cn1c(=O)n(C)c2cc(NS(C)(=O)=O)ccc21,105,112,113,21,3,1,100,105
COc1ccc(-c2[nH]ncc2/C=N\NS(=O)(=O)c2ccccc2)cc1OC,96,112,99,3,-21,0,105,nt

Screens deposited in PubChem BioAssay by several laboratories.
